Compound activity as filed in PubChem.
STEP inh: inhibitors of human striatal-enriched phosphatase STEP; AID 588621; recombinant STEP, OMFP fluorogenic substrate, fluorescence; 360,000 tested, 0.25% active; P54829; inhibition, % at 20 µM;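 active = inhibition at 20 µM, scaled per plate between control wells, above about 37%, limit read from the data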;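 note: 0% = DMSO with enzyme and substrate and 100% = substrate only without enzyme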
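Assay system: isolated STEP enzyme. Buffer or medium: pH 6.0 Bis-Tris with DTT and Tween 20. Also added: fluorogenic phosphatase substrate OMFP at 25 µM final. Dosing: 20 µM, 1% DMSO. Timing: 20 min reaction, room temperature, in the dark. Measured by: fluorescence intensity, excitation 480 nm, emission 540 nm. Evaluation: normalized % inhibition.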
Scp-1 inhibitor: Scp-1 (human) phosphatase inhibition. inhibition, % at 20 µM. Recombinant Scp1, phosphopeptide, malachite green phosphate absorbance. 340,000 tested, 0.88% active;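 active = inhibition above about 50% at 20 µM, limit read from the data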;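 note: plate controls were DMSO wells with enzyme for no effect and wells lacking enzyme for full effect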
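Material – SCP-1 phosphatase catalytic domain, residues 76-261 · Buffer or medium – Acidic Tris acetate buffer with magnesium and detergent · Also added – Phospho 17-mer peptide substrate · Compound – single 20 µM dose, 1% DMSO · Times – 45 min room-temperature reaction, 5 min colour, 30 min stabiliser · Technique – Phosphate-binding colour reagent, absorbance read at 630 nm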
DNMT1 block: DNMT1 (human) enzyme inhibition; P26358; DNMT1 molecular beacon, Hinp1I cleavage, fluorescence; inhibition (reported as % activation of signal), % at 10 µM; 360,000 tested, 0.83% active; AID 588458; in the data active = inhibition above about 50%
Target sequence (P26358 504-1616 limits assumed): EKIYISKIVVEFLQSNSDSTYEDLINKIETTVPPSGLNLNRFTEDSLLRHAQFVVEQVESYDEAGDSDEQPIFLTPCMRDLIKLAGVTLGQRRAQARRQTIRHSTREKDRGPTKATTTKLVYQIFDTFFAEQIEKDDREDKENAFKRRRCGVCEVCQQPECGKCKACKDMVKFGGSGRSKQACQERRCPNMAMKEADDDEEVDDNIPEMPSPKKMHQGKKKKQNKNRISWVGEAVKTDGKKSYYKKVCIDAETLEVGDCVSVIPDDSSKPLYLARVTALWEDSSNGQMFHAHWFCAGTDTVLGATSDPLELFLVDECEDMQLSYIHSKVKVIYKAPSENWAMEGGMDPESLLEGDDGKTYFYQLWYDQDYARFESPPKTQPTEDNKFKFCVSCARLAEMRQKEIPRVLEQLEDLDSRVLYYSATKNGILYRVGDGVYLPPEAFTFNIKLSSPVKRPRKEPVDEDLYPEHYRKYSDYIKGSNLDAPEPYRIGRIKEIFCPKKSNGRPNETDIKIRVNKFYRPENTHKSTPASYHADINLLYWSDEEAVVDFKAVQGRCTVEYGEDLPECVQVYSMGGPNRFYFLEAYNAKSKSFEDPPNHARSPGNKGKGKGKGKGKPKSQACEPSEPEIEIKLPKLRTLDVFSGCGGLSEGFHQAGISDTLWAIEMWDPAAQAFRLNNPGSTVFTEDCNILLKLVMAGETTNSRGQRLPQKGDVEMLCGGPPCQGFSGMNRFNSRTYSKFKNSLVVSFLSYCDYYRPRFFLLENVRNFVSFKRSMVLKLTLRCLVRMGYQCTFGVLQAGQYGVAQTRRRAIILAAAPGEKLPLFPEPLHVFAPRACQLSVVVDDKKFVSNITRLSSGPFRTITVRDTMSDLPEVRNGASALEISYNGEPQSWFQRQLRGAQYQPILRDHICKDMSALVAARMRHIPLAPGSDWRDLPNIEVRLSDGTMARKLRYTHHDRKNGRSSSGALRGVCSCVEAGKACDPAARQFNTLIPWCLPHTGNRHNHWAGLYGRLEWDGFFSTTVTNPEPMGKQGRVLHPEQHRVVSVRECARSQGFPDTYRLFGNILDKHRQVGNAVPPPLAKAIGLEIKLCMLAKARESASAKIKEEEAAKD
LMPTP block: LMPTP (human) inhibition | AID 651560 | recombinant LMPTP-A, OMFP fluorogenic substrate, fluorescence intensity | 360,000 tested, 0.22% active | inhibition, % at 20 µM | P24666;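 active = compounds that cut the enzyme signal by at least half of the control window in the single-dose screen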;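 note: plate controls were DMSO wells with enzyme plus substrate for no effect and substrate without enzyme for full effect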
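Test system: LMPTP-A, protein tyrosine phosphatase of low molecular weight; Input: 0.625 nM enzyme; Incubation: 50 min dark incubation at room temperature; Signal: endpoint fluorescence intensity from OMFP dephosphorylation; Read-out basis: % inhibition versus control wells.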
SUMO1-SIM PPI: SUMO1-SIM interaction modulation | P63165 | SUMO1 binding to a labelled peptide, TR-FRET, 1 h | inhibition, % at 20 µM | 360,000 tested, 0.33% active; in the data active = inhibition above about 37%
E coli Lon inh: inhibitors of E. coli Lon protease; purified E. coli Lon protease, fluorescence polarization; AID 602123; inhibition, % at 7.94 µM; P0A9M0; 360,000 tested, 0.42% active; in the data active = inhibition above about 13%, passing the limit was not always enough;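 note: 0% = enzyme with probe and DMSO and 100% = no enzyme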
MsrA inh: bovine MsrA inhibition | inhibition, % at 15.5 µM | 360,000 tested, 0.75% active | AID 651718 | purified bovine MsrA, absorbance read-out; in the data active = inhibition above about 4.5%;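 note: 0% = vehicle wells with enzyme and 100% = reference inhibitor wells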
bovine MsrA act: activators of bovine methionine sulfoxide reductase A; purified bovine MsrA, absorbance read-out; activation, % at 10.6 µM; 360,000 tested, 0.3% active; in the data active = activation above about 7.5%;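 note: 0% = vehicle and 100% = reference activator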
CendR NRP1 mod: alters CendR peptide binding to human NRP-1. O14786. FAM-RPARPAR peptide binding to NRP-1, fluorescence polarization. inhibition, % at 25 µM. 360,000 tested, 0.85% active. AID 602438;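 active = inhibition or corrected inhibition above about 18%, plus a signal ratio from 0.5 to 1.5, limit read from the data, passing the limit was not always enough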; note: strong numbers were not always called active
TbMetRS inhib: Trypanosoma brucei MetRS inhibition. inhibition, % at 11.9 µM. purified T. brucei MetRS, ATP depletion, Kinase-Glo luminescence. AID 624268. 360,000 tested, 0.4% active;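 active = inhibition above a per-plate cutoff of the control wells' mean inhibition plus 3 SD, cut at about 5.5% in these data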;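 note: 0% = DMSO wells median and 100% = median of wells with control inhibitor compound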
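Measured by: Kinase-Glo luciferase luminescence reporting remaining unconsumed ATP. Material: purified T. brucei MetRS enzyme. Doses: 11.9 µM compound single dose, 0.9% DMSO. Medium: HEPES buffer containing pyrophosphatase, BSA, spermine, DTT. Times: 15 min preincubation, 2 h reaction, all 25 °C. Reagent: methionine, ATP and bulk E. coli tRNA.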
Starred values were filed as active, the others as inactive; . = no result given; & = joins results of further samples. Only part of the results is shown; rates above refer to the full screens.

Results follow in this order: STEP inh | Scp-1 inhibitor | DNMT1 block | LMPTP block | SUMO1-SIM PPI | E coli Lon inh | MsrA inh | bovine MsrA act | CendR NRP1 mod | TbMetRS inhib
CN1C(=O)C(=Cc2c(OCc3cnc(Cl)s3)ccc3ccccc23)C(=O)N(C)C1=O
 : 6 | -6 | 0 | -0.5 | -9 | -6 | 0.9 | -5 | -15 | 0.4
OC1/C(=C/c2ccccc2F)N2CCC1CC2 (centres undefined)
 : -3 | -6 | 6 | -0.8 | -2 | 4 | 0.2 | -7 | -8 | -0.9
CCCNC(=O)c1c(N)n(CC2CCCO2)c2nc3ccccc3nc12 (centres undefined)
 : 5 | 7 | 61* | 4.0 | 44* | -10 | 2.1 | -4 | 13 | 0.9
O=c1[nH]c2c(c(=O)n1C1CCCCC1)CCC2
 : -2 | -2 | 0 | -0.5 | -1 | 1 | 1.1 | -4 | 14 | -0.3
Oc1cccc2nc3ccccc3nc12
 : 1 | -4 | -1 | 2.9 | -11 | -3 | 0.6 | -9 | -6 | -1.7
CCOc1ccc(CN(CCCl)CCCl)cc1C(=O)OC
 : -5 | -3 | 3 | -7.3 | 1 | -14 | . | -5 | 8 | -0.9
CCOC(=O)COc1ccc(/C=C2\C(=O)NC(=S)N(c3ccc(OC)cc3)C2=O)cc1OC
 : -1 | -7 | -2 | 0.1 | 2 | -13 | 0.3 | -5 | 2 | -0.7
CCOc1cc2[nH]c(=S)n(CCCC(=O)N3CCC4(CC3)OCCO4)c(=O)c2cc1OCC
 : -1 | -4 | 1 | -0.5 | 2 | -15 | 1.5 | -1 | -2 | -0.2
N#CC1=C(N)Oc2c(c(=O)sc3ccccc23)C1c1ccncc1 (centres undefined)
 : 3 | -1 | 2 | 1.5 | -5 | -10 | 1.9 | -3 | -11 | -0.1
Cc1ccccc1C1=NCC(=O)N(CC(=O)NCc2ccco2)c2sc3c(c21)CCCC3
 : 0 | -2 | -4 | -0.5 | -4 | -12 | 0.7 | -2 | -22 | -0.6
CC(C)c1ccc(N2C(=O)NC(=O)/C(=C/c3cnc(-c4ccccc4)nc3)C2=O)cc1
 : 2 | 6 | 0 | -1.1 | 0 | -52 | 1.1 | -7 | 1 | -0.4
CC12CCC3c4ccc(OP(=O)(N5CC5)N5CC5)cc4CCC3C1CCC2=O (centres undefined)
 : 1 | 12 | -3 | -2.5 | 2 | 0 | -0.1 | -4 | 26* | 0.1
O=C1NC(=S)NC(=O)C1=Cc1cccc2cc3ccccc3cc12
 : 0 | -7 | 17 | -0.6 | -15 | 7 | -0.9 | -7 | -32 | -0.5
COc1ccc(C2(C#N)CC[N+](C)(C)CC2)cc1
 : -1 | 4 | 1 | -3.4 | 6 | -4 | -0.1 | -1 | -4 | -0.7
C[C@H](CO)N1C[C@H](C)[C@H](CN(C)C(=O)Oc2cccc3ccccc23)OCc2cnnn2CCCC1=O
 : 0 | . | 2 | -0.9 | 0 | 2 | -0.8 | -1 | -5 | -0.5
c1ccc(CCNCc2cccnc2)cc1
 : 1 | -6 | 5 | -2.7 | 1 | 5 | 0.3 | -1 | 15 | 0.5
Cc1ccccc1NP(=O)(Oc1ccccc1F)Oc1ccccc1F
 : -2 | -4 | 7 | -0.4 | 1 | -6 | -2.5 | -7 | 0 | -1.0
O=C([O-])c1ccc(-[n+]2c(-c3ccccc3)cc(-c3ccccc3)cc2-c2ccccc2)cc1
 : -2 | 11 | 0 | 26 | -32 | 8 | 0.7 | -5 | 7 | -0.3
O=c1[nH]c(=O)n(CCc2ccc(F)cc2)c(O)c1/C=N/N1CCCCC1
 : -2 | 51* | 0 | -2.1 | 25 | -1 | -0.9 | -2 | -3 | -0.5
Brc1ccc(Oc2ccc(Br)cc2Br)c(Br)c1
 : 2 | -15 | 1 | 3.2 | 12 | 5 | -0.6 | -1 | -8 | -0.7

Looked up by structure from above:
Results follow in this order: STEP inh | Scp-1 inhibitor | DNMT1 block | LMPTP block | SUMO1-SIM PPI | E coli Lon inh | MsrA inh | bovine MsrA act | CendR NRP1 mod | TbMetRS inhib
CCOC(=O)COc1ccc(/C=C2\C(=O)NC(=S)N(c3ccc(OC)cc3)C2=O)cc1OC
 : -1 | -7 | -2 | 0.1 | 2 | -13 | 0.3 | -5 | 2 | -0.7
CCOc1cc2[nH]c(=S)n(CCCC(=O)N3CCC4(CC3)OCCO4)c(=O)c2cc1OCC
 : -1 | -4 | 1 | -0.5 | 2 | -15 | 1.5 | -1 | -2 | -0.2

Some of the entries so far, with bars between the fields.
canonical_smiles | STEP inh | Scp-1 inhibitor | DNMT1 block | LMPTP block | SUMO1-SIM PPI | E coli Lon inh | MsrA inh | bovine MsrA act | CendR NRP1 mod | TbMetRS inhib
C[C@H](CO)N1C[C@H](C)[C@H](CN(C)C(=O)Oc2cccc3ccccc23)OCc2cnnn2CCCC1=O | 0 | . | 2 | -0.9 | 0 | 2 | -0.8 | -1 | -5 | -0.5
OC1/C(=C/c2ccccc2F)N2CCC1CC2 (centres undefined) | -3 | -6 | 6 | -0.8 | -2 | 4 | 0.2 | -7 | -8 | -0.9

Further compounds follow:
Results follow in this order: STEP inh | Scp-1 inhibitor | DNMT1 block | LMPTP block | SUMO1-SIM PPI | E coli Lon inh | MsrA inh | bovine MsrA act | CendR NRP1 mod | TbMetRS inhib
COC(=O)C1=C(c2cc3ccccc3s2)C[C@@H]2CC[C@H]1N2C(=O)N1CCCCC1
 : 1 | -4 | 2 | 1.1 | -3 | 6 | 1.1 | -5 | 8 | 0.0
COC(=O)[C@@H]1C[C@H]1[C@@H](NP(=O)(c1ccccc1)c1ccccc1)c1ccccc1
 : -2 | -8 | 5 | -2.8 | 6 | -13 | -0.3 | -3 | -7 | -0.4
Cc1ccnc(-n2c(-c3ccco3)nc3ccccc3c2=O)c1
 : 0 | -7 | 0 | -0.1 | -5 | -6 | 0.4 | -5 | -3 | 0.4
CCC(=NCCc1c[nH]c2ccccc12)c1c(O)n(C)c(=O)n(C)c1=O
 : 8 | -8 | 1 | 0.1 | 1 | -7 | -0.9 | -2 | 4 | 0.5
Cc1cccc(-n2c(O)c(C=NCc3cccnc3)c(=O)[nH]c2=O)c1C
 : -2 | -2 | 6 | 0.2 | -2 | 5 | 0.2 | 0 | 11 | -0.1
CCCCCSc1cc(OC)c(CCN)cc1OC
 : -1 | -2 | 1 | 0.3 | 0 | 5 | -1.4 | 0 | 4 | -1.5
C#CCN[C@H](C)Cc1ccccc1
 : -4 | -9 | 0 | -1.7 | 7 | -5 | -1.5 | -1 | -13 | -0.8
O=S(=O)(NC1CCCCCCC1)OCC(Cl)(Cl)Cl
 : 0 | -10 | -1 | 7.3 | 4 | -2 | -0.7 | 0 | 22* | -0.3
CSCCC(c1nnnn1C(C)(C)C)N1CCC(n2c(=O)[nH]c3ccccc32)CC1 (centres undefined)
 : 1 | . | 2 | 4.1 | 2 | -10 | -0.5 | -12 | -18 | -0.4
CCC(Oc1cc(Cl)ccc1Cl)C(=O)N1CCC2(CC1)OCCO2 (centres undefined)
 : -1 | -4 | -1 | 0.9 | -5 | 0 | 0.0 | -2 | 2 | -0.2
COC(=O)C1=C(c2ccc(F)cc2F)C[C@@H]2CC[C@H]1N2C(=O)NCCO
 : -2 | -6 | 4 | 0.9 | 8 | 4 | 0.3 | -1 | 21 | -0.4
C=CCN1C(=O)CSc2ccc(C(=O)N3CCC4(CC3)OCCO4)cc21
 : -3 | 2 | -1 | 0.9 | 1 | 4 | -0.3 | -11 | 4 | -2.0
Cc1ccc[n+](CC(O)Cn2c3ccccc3c3ccccc32)c1 (centres undefined)
 : 1 | 0 | 11 | -0.1 | 3 | -3 | -0.1 | -14 | 2 | -1.6
COc1ccc(Cn2c(N)c(C(=O)NCc3ccco3)c3nc4ccccc4nc32)cc1
 : -3 | -7 | -19 | 4.1 | 5 | -27 | 1.1 | -2 | -38 | 0.1
c1ccc(CCn2nnnc2CN2CCC(n3nnc4ccccc43)CC2)cc1
 : -2 | -1 | -4 | -2.2 | 1 | 3 | -0.8 | 2 | -4 | -0.7
Cc1cc(C)cc(N2C(=O)/C(=C\c3ccc(N4CCN(C)CC4)o3)C(=O)NC2=S)c1
 : -1 | -13 | 1 | 12 | -211 | -109 | -0.5 | -3 | 133 | -0.2
O=C1c2ccccc2C(=O)N1Cc1nc2ccccc2c(=O)n1-c1ccc(Br)cn1
 : -2 | -10 | 0 | -0.2 | 3 | -6 | 0.7 | -4 | -6 | -1.2
COc1ccc(C(=O)OC2C[C@H]3CC[C@H](C2)N3C)cc1OC (some centres undefined)
 : -2 | -6 | -2 | -0.3 | 4 | 5 | -0.6 | -1 | 11 | -0.6
OC(CNC1CCCCC1)C(F)(F)F (centres undefined)
 : 0 | -1 | 0 | -0.3 | -1 | -8 | 0.5 | -5 | -3 | -0.2
CCOC(=O)C1=C(N)Oc2cc(C)oc(=O)c2C12C(=O)N1c3c(cccc32)C(C)=CC1(C)C (centres undefined)
 : 1 | -6 | -2 | -0.2 | 1 | -4 | 0.2 | -1 | 0 | 0.4

Two compounds from above, showing only LMPTP block.
Molecule	LMPTP block
CSCCC(c1nnnn1C(C)(C)C)N1CCC(n2c(=O)[nH]c3ccccc32)CC1 (centres undefined)	4.1
CCC(Oc1cc(Cl)ccc1Cl)C(=O)N1CCC2(CC1)OCCO2 (centres undefined)	0.9

Remaining list, next part
Results follow in this order: STEP inh | Scp-1 inhibitor | DNMT1 block | LMPTP block | SUMO1-SIM PPI | E coli Lon inh | MsrA inh | bovine MsrA act | CendR NRP1 mod | TbMetRS inhib
CCOC(=O)c1c(C)n(CCN2CCN(C)CC2)c2ccc(OC)cc12
 : -1 | -2 | -1 | -3.3 | 2 | 6 | . | -2 | -16 | 0.2
C/C(=N\Nc1ccccc1)c1c(O)n(Cc2ccccc2)c(=O)[nH]c1=O
 : 2 | -2 | -6 | -0.6 | 0 | -33 | -0.6 | -3 | -6 | 0.0
C#C[C@]1(O)CCC2C3C(=O)C=C4C(Cl)=CCC[C@]4(C)C3CC[C@@]21C (some centres undefined)
 : 0 | -7 | -8 | -0.3 | -17 | -4 | -2.1 | -1 | -3 | -0.2
O=C(CN1CCCC1=O)Nc1ccccc1
 : 0 | -2 | 3 | 0.1 | 1 | 0 | -1.6 | -3 | 13 | -0.1
O=C(NCC(c1cccnc1)N1CCN(c2ccccc2)CC1)Oc1ccccc1 (centres undefined)
 : 1 | 0 | -8 | 0.3 | -1 | -2 | -0.9 | -1 | 2 | -0.8
COc1cc(CC(C)N)c(OC)cc1I (centres undefined)
 : -1 | -1 | 13 | -0.8 | 8 | -6 | 0.2&-0.5 | 1 | -1 | -0.6
